Screens: PubChem, National Center for Advancing Translational Sciences (NCATS)
Tb PFK block: inhibitors of T. brucei phosphofructokinase; O15648; hit rate 0.17% among 330,000; Potency, µM (doses to about 57.5 µM), without a hit: at the highest dose activity, negative = inhibition, hits mostly inhibitors; T. brucei PFK, ADP-Glo luminescence; AID 485367;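 also: potency is read from the fitted curve at half-maximal effect; 0% = uninhibited 1x PFK enzyme wells and -100% = no-enzyme wells; nearly all actives have a fitted effect of over 60% in size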
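ADP-Glo luminescence quantified ADP after 45 min at room temperature, with 1.25 nM T. brucei PFK, 0.1 mM ATP and 0.5 mM fructose-6-phosphate in pH 8.0 TEA buffer. qHTS titrations up to 57 µM; curves classified by quality.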
TSG101-PTAP inh: blocks PTAP/TSG101 interaction to inhibit HIV-1 budding | Potency, µM (doses to about 115 µM), inactives show at the highest dose activity change, negative = inhibition, most hits filed as inhibitors | Q99816 | Fluorescence polarization, FITC-PTAP peptide / Tsg101 binding | 340,000 tested, under 10 active; active = well fitted inhibition curve with a large enough effect in the main read-out, with a control signal flat, not every such curve was filed as active; inconclusive = small, poorly fitted or top-dose-only effect, or effect the other way, or a change in a side signal; inactive = no such curve, though single readings can be large or run the other way; also: potency is read from the fitted curve at half-maximal effect; % of control where 0% means no effect
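Steps: Tsg101 binding domain dispensed (10 uM final), compounds pinned in DMSO, FITC-labeled PTAP-motif peptide added (50 nM final); after 20 min binding at room temperature, polarization measured.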
uPA surface inh: blocks generation of uPA at the cell surface; cell surface uPA generation assay, qHTS; Potency, µM (highest dose often 38.3 µM), for inactives: at the top dose activity change, negative = inhibition, most hits filed as inhibitors; hit rate 0.31% among 330,000; AID 540303; active = well fitted inhibition curve with a large enough effect; inconclusive = small, poorly fitted or top-dose-only effect; inactive = no such curve, though single readings can be large or run the other way; tested in mouse RAW 264.7 cells; also: potency is read from the fitted curve at half-maximal effect; % is scaled to controls: 0 for no effect and ±100 for the full control effect; nearly all actives have a fitted effect of over 55% in size
Eya2 phos inh: blocks the phosphatase activity of human Eya2; AID 488837; Potency, µM (series often up to 76.9 µM), without a hit: at the top dose activity, negative = inhibition, usual class: inhibitors; O00167; hit rate 0.006% among 330,000; recombinant Eya2, OMFP fluorescence dephosphorylation (OMFP is methylfluorescein phosphate); also: potency is read from the fitted curve at half-maximal effect; % is scaled to controls: 0 for no effect and ±100 for the full control effect
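Eya2 protein (added as 0.2 uM solution) was preincubated with compound for 10 min at ambient temperature in 50 mM HEPES pH 7.5, 50 mM NaCl, 5 uM MgCl2, 0.05% BSA, 1 mM DTT. OMFP (added at 50 uM) then reacted 10 min; fluorescence read at 485/525 nm.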
TSHR antag: blocks TSH signaling through the human TSH receptor | P16473 | TSHR-expressing cells, TSH-stimulated cAMP HTRF, 2 h; active compounds read low | activity change, negative = inhibition, % at 11.5 µM | hit rate 0.2% among 330,000 | AID 504810;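 active = activity change below a set negative limit, meaning inhibition stronger than a set level, cut at about -70% in these data; inconclusive = activity change between two set negative limits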; also: % is scaled to controls: 0 for no effect and ±100 for the full control effect
Target sequence (P16473 whole entry, looked up): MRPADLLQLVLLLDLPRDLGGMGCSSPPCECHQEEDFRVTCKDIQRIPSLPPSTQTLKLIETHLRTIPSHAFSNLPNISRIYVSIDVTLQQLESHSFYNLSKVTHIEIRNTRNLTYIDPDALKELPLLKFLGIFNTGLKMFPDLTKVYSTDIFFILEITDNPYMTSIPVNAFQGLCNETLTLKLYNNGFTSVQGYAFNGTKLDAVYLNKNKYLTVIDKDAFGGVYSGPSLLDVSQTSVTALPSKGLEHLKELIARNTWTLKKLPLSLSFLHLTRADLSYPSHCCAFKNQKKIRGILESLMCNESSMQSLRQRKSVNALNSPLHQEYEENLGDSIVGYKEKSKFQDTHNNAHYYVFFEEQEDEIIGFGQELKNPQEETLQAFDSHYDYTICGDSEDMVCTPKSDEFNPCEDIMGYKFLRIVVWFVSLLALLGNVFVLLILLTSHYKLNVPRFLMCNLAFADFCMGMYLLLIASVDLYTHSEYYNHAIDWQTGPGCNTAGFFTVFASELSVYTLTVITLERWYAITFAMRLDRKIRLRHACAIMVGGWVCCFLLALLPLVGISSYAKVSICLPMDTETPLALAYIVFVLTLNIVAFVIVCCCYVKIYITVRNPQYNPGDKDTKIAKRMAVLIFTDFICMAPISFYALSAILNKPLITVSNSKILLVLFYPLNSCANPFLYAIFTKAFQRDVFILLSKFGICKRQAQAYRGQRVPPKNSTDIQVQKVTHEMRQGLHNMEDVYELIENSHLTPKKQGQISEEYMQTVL
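Competitive HTRF cAMP read-out (cryptate anti-cAMP antibody, cAMP-d2; 30 min, room temperature) in freshly harvested TSHR cells. Compounds added before TSH at EC80 (4nM final), followed by 2 hours' incubation at 37 deg C.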
USP2a block: inhibitors of human ubiquitin-specific protease USP2a; O75604; USP2 core, Ub-CHOP2 coupled fluorogenic reporter, 485/531; Potency, µM (series often up to 38.3 µM), inactives show at the top dose activity change, negative = inhibition, most hits filed as inhibitors; hit rate 0.01% among 330,000;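 also: potency is read from the fitted curve at half-maximal effect; plate controls were DMSO wells for no effect and full inhibition by NEM control for full effect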
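Deubiquitinase activity read as fluorescence (485/531 nm) after Ub-CHOP2 cleavage activates the enterokinase reporter on its substrate; USP2 core 10nM, Ub-CHOP2 and substrate 25nM each, 30min compound preincubation then 60min RT; data normalized to NEM, curves fitted.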
ELG1 DNA repair: inhibitors of ELG1-dependent DNA repair in HEK293T cells. Potency, µM (doses to about 46.1 µM), for the others: top-dose activity change, negative = inhibition, usual class: inhibitors. hit rate 2.3% among 330,000. AID 504467. HEK293T ELG1-luciferase reporter, luminescence, 16 h; DNA damage induced by 5-fluorouridine; also: potency is read from the fitted curve at half-maximal effect; % is scaled to controls: 0 for no effect and ±100 for the full control effect; nearly all actives have a fitted effect of over 55% in size
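Overnight (16 hr) co-exposure of 2,000 cells/well to 5-fluorouridine and compound at 37 °C preceded detection. Luciferase was quantified via ONE-Glo luminescence; loss of signal denotes inhibition.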
B2AR arrestin: beta2AR (human) beta-arrestin recruitment activity; hit rate 0.02% among 330,000; Potency, µM (series often up to 46.1 µM), for the others: at the highest dose activation, hits mostly activators; beta-arrestin recruitment to beta2AR, cell-based reporter;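 also: potency is read from the fitted curve at half-maximal effect; 0% = DMSO controls and full agonism = EC100 isoproterenol or metaproterenol; nearly all actives have a fitted effect of over 65% in size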
Chronic BCR inh: chronic active BCR signaling inhibition. ABC-DLBCL IkBa-CBG/CBR reporter, luminescence ratio, 4 h. Potency, µM (doses to about 46.1 µM), inactives show at the highest dose ratio change, negative = lower green/red ratio, usual class: inhibitors. hit rate 0.05% among 340,000. AID 493014; active = well fitted inhibition curve with a large enough effect in the signal ratio, with a control signal flat, not every such curve was filed as active; inconclusive = small, poorly fitted or top-dose-only effect, or effect the other way, or a change in a side signal; the % refers to the signal ratio;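 also: potency is read from the fitted curve at half-maximal effect; plate controls were basal doxycycline-induced cells for no effect and cells given 10 µM MG132 for full effect; MG132 reads +100%, hits lower the ratio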
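Doxycycline induced both beetle luciferases in TMD8 lymphoma cells; IKK-driven degradation limits the IkappaBalpha-fused green signal, while red luminescence normalises for cell number and nonspecific effects. Compounds tested up to 46 uM, 4 hrs.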
TCR activator: activates T cell receptor signaling; primary human leukocytes, anti-CD3, IL-2 HTRF, 48 h; Potency, µM (highest dose often 9.22 µM), for the others: at the highest dose activation of IL-2 secretion, usual class: activators; 330,000 tested, under 10 active; AID 504894; also: % of control where 0% means no effect
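Using a-CD3 beads without co-stimulation, primary human leukocytes were exposed to compounds for 48 hr. An HTRF IL-2 kit measured the cytokine, with europium-to-d2 energy transfer producing emission at 665nm upon 320nm excitation.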
Mito fusion act: blocks mitochondrial division or promotes mitochondrial fusion | S. cerevisiae fusion-defective mutant growth rescue, CellTiterGlo 48 h | Potency, µM (titrated, usually from 46.1 µM), without a hit: top-dose growth rescue (activation), usual class: activators | hit rate 0.23% among 320,000 | AID 485298;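 also: potency is read from the fitted curve at half-maximal effect; % of control where 0% means no effect; nearly all actives have a fitted effect of over 45% in size; temperature-sensitive fusion mutants such as fzo1-1 at 37 °C on non-fermentable ethanol glycerol medium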
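S. cerevisiae fusion-defective temperature-sensitive mutants (e.g. fzo1-1, mgm1-5) grown 48 h at 37C in YPEG (ethanol/glycerol non-fermentable) medium with 23 nl compound per well; growth rescue read as CellTiterGlo luminescence.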
Active calls of the source: *; u = inconclusive; x = no result given; [ ] = remark or other dose. Unless noted, calls follow the shape of the dose curve; as a rule, active = well fitted curve in the direction sought with a large enough effect; inconclusive = small, poorly fitted or top-dose-only effect, or another doubt; inactive = no such curve, though single readings can be large; an effect the other way counts as inactive or inconclusive.

SMILES | Tb PFK block | TSG101-PTAP inh | uPA surface inh | Eya2 phos inh | TSHR antag | USP2a block | ELG1 DNA repair | B2AR arrestin | Chronic BCR inh | TCR activator | Mito fusion act
CCS(=O)(=O)N1CCN(c2ccccn2)CC1 | -2% | -7% | 4% | 6% | -5 | 5% | 6% | -0.9% | u | 3% | -1%
Cc1c(C(=O)OCc2nnc(-c3ccccc3)o2)oc2ccccc12 | -2% | 2% | 8% | -2% | -11 | 1% | -6% | 3.3% | -12% | x | x
Cc1cc(-c2nnc(SCC(=O)Nc3ccc(C)c(C)c3)n2N)n[nH]1 | -6% | -3% | 1% | 2% | -8 | 3% | 23% | -0.7% | -4% | -4% | -1%
Cc1ccc(NC(=O)CSc2ncnc3ccccc23)cc1S(=O)(=O)N1CCCCCC1 | 4% | 0% | -7% | 0% | -42 | 0% | u | -0.3% | u | -4%[46.1 µM] | 28%
COc1ccccc1C(=O)Nc1c(C(=O)N2CCN(C)CC2)oc2ccccc12 | 2% | 0% | 13% | -2% | 27 | 2% | -4% | 0.0% | -2% | 6% | -3%
O=C(CCc1nnc(CCc2ccccc2)o1)NC(c1cccnc1)C(F)(F)F (configuration not stated) | -3% | -1% | -3% | -9% | 14 | -2% | 1% | 0.2% | 0% | 7% | -1%
CC(=C/C(=O)O)/C(=C\c1ccc(Br)o1)C(=O)O | 1% | -5% | 3% | -2% | -5 | 3% | 0% | 0.3% | u | 3% | -2%
O=C(/C=C/c1cccc(OCc2ccccc2)c1)c1cccnc1 | 0% | -1% | 0% | -26% | -11 | 2% | u | -0.1% | u | 1%[46.1 µM] | 1%
Cc1cc(NC(=O)COc2ccccc2C#N)no1 | -2% | -3% | -8% | 6% | 0 | -1% | u | -0.1% | u | -2% | -2%
O=C(N1CCOCC1)N1CCN(Cc2ccccc2)CC1 | -4% | -4% | 1% | 4% | -3 | -1% | 5% | 0.0% | -3% | -3% | -2%
O=C(COC(=O)CN1C(=O)C2CCCCC2C1=O)Nc1cc(S(=O)(=O)N2CCOCC2)ccc1Cl (configuration not stated) | 1% | -1% | -5% | 1% | 13 | 2% | 8% | -0.6% | u | 3%[46.1 µM] | 2%
COc1ccc(Cl)cc1N1C(=O)CN(Cc2cc(OC)c(OC)c(OC)c2)C1=S | 29% | 1% | 6% | -11% | -8 | -2% | u | 0.1% | -4% | -1% | 12%
COc1cccc(C(=O)Nc2cc3c(cc2Br)OCCCO3)c1 | -3% | -1% | -6% | -4% | 4 | -3% | u | -0.4% | -5% | 2%[46.1 µM] | 20%
COC(=O)c1[nH]c2ccccc2c1NC(=O)C(C)N1CC(C)OC(C)C1 (configuration not stated) | 1% | -1% | -1% | -27% | -10 | -2% | -3% | -0.2% | -1% | 2% | 0%
CCCCN(Cc1ccccc1)C(=O)C1CCC(=O)N(CCc2ccccn2)C1 (configuration not stated) | 1% | -5% | -18% | 1% | 5 | 1% | 12% | -0.4% | -1% | -2% | 1%
CC1CC(C)CN(C(=O)C2CCC(CNc3c(N4CCCCC4)c(=O)c3=O)CC2)C1 (configuration not stated) | -5% | -4% | 9% | 5% | -1 | 1% | -21% | -0.5% | 1% | 6% | 0%
CCCN(C(=O)CSc1n[nH]c(-c2ccc(OC)cc2)n1)c1c(N)n(Cc2ccccc2)c(=O)[nH]c1=O | -5% | 1% | 2% | -9% | -4 | 2% | 16% | -1.0% | u | -3% | -3%
O=C(CC1SC(N2CCCCC2)=NC1=O)Nc1cccc(C(=O)NCc2ccccc2)c1 (configuration not stated) | -4% | 0% | 3% | 1% | 4 | -2% | u | -0.2% | -11% | 4% | x
O=C(O)C1C2C=CC(C2)C1C(=O)N1CCc2ccccc21 (configuration not stated) | -1% | -1% | -2% | -11% | 36 | -6% | u | -0.1% | u | 3% | 8%
Cc1cccc(NC(=O)c2cc(=O)c3ccccc3o2)n1 | 7% | -4% | 1% | -3% | -18 | 6% | u | -0.8% | 2% | 8% | 4%
CCN(CC)CCNC(=O)C1(O)c2cc(Br)ccc2NC(=O)N1c1ccccc1 (configuration not stated) | 4% | -3% | 5% | 7% | 0 | 5% | 1% | 0.4% | 4% | -5% | 2%
O=C(COc1ccccc1F)Nc1c2c(nn1-c1ccccc1)CS(=O)(=O)C2 | 2% | x | -15% | -4% | -4 | 0% | 4% | -0.3% | 3% | 11% | 0%
Cc1ccc(Nc2nc(=O)[nH]nc2C)cc1 | 0% | -5% | x | 7% | -8 | 0% | -3% | -0.9% | 5% | 3% | 0%
O=C(NC1=NCCS1)c1csc2ccccc12 | 2% | -8% | x | 0% | 15 | -3% | u | 2.7% | -3% | 1% | 3%
CCCOc1ccccc1NS(=O)(=O)c1ccc2[nH]c(=O)[nH]c2c1 | -1% | 0% | 0% | -5% | 3 | 0% | 6% | 0.0% | 1% | 0% | 2%
O=C(C1CCC(=O)N(C2CC2)C1)N1CCC(Oc2cccc(F)c2)CC1 (configuration not stated) | -4% | -11% | 14% | -5% | -10 | -2% | -6% | -0.6% | -2% | 1% | -1%
COc1ccc(OC)c(NC(=O)CCCSc2ccccc2)c1 | 3% | -1% | -2% | -15% | -29 | 5% | -1% | 0.0% | 9% | 2% | -7%
CN1CCN(S(=O)(=O)c2cccc(C(=O)N(Cc3nnc(-c4ccccc4Cl)o3)C3CC3)c2)CC1 | 2% | -2% | 2% | -9% | 6 | 1% | 1% | -0.1% | -10% | 0% | 0%
C/C(=N/NS(=O)(=O)c1cc(C)ccc1C)c1c[nH]c2ccccc12 | 0% | -1% | -5% | -1% | -19 | 0% | -11% | -0.8% | -1% | -5% | 2%
O=C(OCC(=O)N1CCC(Cc2ccccc2)CC1)c1ccc(CO)cc1 | -1% | -12% | 3% | -2% | -14 | 1% | -8% | 0.1% | 1% | -2% | 11%
Cc1cc(C)cc(NC(=S)NC(=O)C2CC2)c1 | 0% | -2% | -3% | -5% | -1 | 0% | 7% | -1.5% | 0% | 1% | 8%
NC(=O)c1nsc(C(=O)N(Cc2ccco2)C(C(=O)NCC2CCCO2)c2ccc(O)cc2)c1N (configuration not stated) | -3% | 3% | 0% | -8% | -10 | -7% | u | -0.1% | 0% | -5% | 1%
CCN(CC)CCN(Cc1cc2cc(C)cc(C)c2[nH]c1=O)C(=S)NCc1ccco1 | 2% | -1% | 3% | 1% | 7 | 0% | -34% | 5.0% | -2% | 2%[46.1 µM] | -3%
CSc1ccc(CNc2ccccc2)cc1 | -17% | x | x | -13% | 7 | 1% | u | 0.0% | 4% | x | 1%
O=C1C2C3c4ccccc4C(c4ccccc43)[C@@H]2C(=O)N1c1cccnc1 (some centres not stated) | 0% | -3% | -3% | 4% | 0 | 0% | u | 0.1% | 0% | 5%[46.1 µM] | 1%
COC(=O)c1c(NC(=O)CC2NCCNC2=O)sc2c1CCCC2 (configuration not stated) | 1% | -2% | x | 13% | -4 | 1% | 4% | -0.2% | -1% | -4% | -5%
O=C(COc1ccccc1Cl)NCc1ccco1 | 3% | -12% | 1% | 5% | -6 | 1% | u | 0.1% | 7% | 2% | 0%
O=C(CCC(=O)N(CC(=O)NC1CCCC1)C1CCCC1)Nc1ccccn1 | 6% | -10% | 4% | 15% | -11 | 0% | 6% | 0.1% | 1% | -2% | -2%
CC(=O)c1ccc(N2CCN(S(=O)(=O)c3c(C)[nH]c(C)c3C(=O)N3CCCCC3)CC2)cc1 | -2% | -5% | -4% | -12% | -7 | 4% | 28% | 0.0% | u | -1% | -5%
O=C(Nc1nc(-c2ccccc2)cs1)C1c2ccccc2Oc2ccccc21 | -1% | -1% | 8% | 7% | -29 | 0% | 1% | -0.1% | u | 2% | 3%
CCNC(=S)NC1CC2CCC(C1)N2Cc1ccccc1 (configuration not stated) | 1% | -9% | -14% | -6% | -2 | 0% | 3% | -1.0% | 0% | 0% | -1%
O=C(O)c1ccc(CNS(=O)(=O)c2ccc(Oc3ccccc3Cl)cc2)cc1 | -5% | -4% | -10% | -14% | -13 | 3% | u | -0.3% | 1% | -2% | 1%
